Source: PubChem BioAssay (National Center for Advancing Translational Sciences (NCATS))
PTHR1 ag: qHTS for PTHR1 Agonists: Primary Screen | hit rate 0.075% among 410,000 | HEK293 GP2 PTHR1 cells, GloSensor cAMP luminescence, 1 h | Parathyroid hormone/parathyroid hormone-related peptide receptor (Homo sapiens), Q03431 | Potency, µM (top dose mostly 115 µM), for inactives: at the top dose activation, actives largely listed as activators; note: potency is the fitted concentration of half-maximal effect; nearly all actives have a fitted effect of over 55% in size; some results filed as inactive show a strong effect at the top dose; inactives centre near -15; many of its hits are not listed in these tables
Target sequence (Q03431 whole entry, looked up): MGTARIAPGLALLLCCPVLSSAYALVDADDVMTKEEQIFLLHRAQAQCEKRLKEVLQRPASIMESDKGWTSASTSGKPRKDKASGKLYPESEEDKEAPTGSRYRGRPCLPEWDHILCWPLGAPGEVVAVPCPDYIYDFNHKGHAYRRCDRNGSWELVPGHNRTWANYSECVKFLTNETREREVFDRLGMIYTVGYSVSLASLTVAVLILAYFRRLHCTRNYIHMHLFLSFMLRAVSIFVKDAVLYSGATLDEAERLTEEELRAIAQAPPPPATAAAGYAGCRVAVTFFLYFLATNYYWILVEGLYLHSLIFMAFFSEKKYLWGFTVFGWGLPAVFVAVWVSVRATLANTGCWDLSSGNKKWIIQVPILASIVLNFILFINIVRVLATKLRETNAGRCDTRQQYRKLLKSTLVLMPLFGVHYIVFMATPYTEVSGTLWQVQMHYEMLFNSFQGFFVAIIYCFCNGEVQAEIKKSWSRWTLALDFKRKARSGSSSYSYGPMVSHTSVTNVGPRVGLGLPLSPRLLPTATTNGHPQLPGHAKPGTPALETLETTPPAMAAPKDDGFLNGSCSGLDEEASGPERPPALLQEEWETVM
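HEK-293-derived GP2 cells expressing PTHR1 and a GloSensor cAMP reporter, 3,000/well, plated overnight, given luciferin plus IBMX (each 0.5 mM as added) for 1 h at 37 °C, then compound for 1 h at 37 °C. Luminescence was read after 15 min at room temperature.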
TDP-43 yeast inh: qHTS of TDP-43 Inhibitors; TDP-43 expressing yeast growth rescue, BacTiter-Glo, 24 h; Potency, µM (titrated, usually from 46.1 µM), for the others: at the highest dose growth rescue (activation), most hits filed as activators; hit rate 1.8% among 410,000; AID 652104, 2013; note: potency is the fitted concentration of half-maximal effect; % of control where 0% means no effect; nearly all actives have a fitted effect of over 50% in size
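In this qHTS, compounds that restore growth of yeast expressing TDP-43 appear as activators. Cells (OD600=0.02, galactose medium, raffinose-pregrown) are incubated with compound 24 hr at 30 deg C and growth is quantified by BacTiter-Glo.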
Akt phos inh: HTS Assay for Inhibitors of Akt Phophorylation: Primary Screen. Neuro2A IGF-stimulated pAkt S473 HTRF, 20 min; stronger effect = lower value. activity change, % for hits at 50 µM. hit rate 0.32% among 360,000; in the data active = activity change below about -80%; inconclusive = mostly about -51% to -80%; note: % is set by controls: 0 for no effect and ±100 for the full control effect
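Neuro2A cells in DMEM with 0.5% FBS, overnight at 37 deg C, given compound at single 50 µM final, then IGF (6 nM final) for 20 min at 37 deg C. Lysed; phospho-Akt Ser473 by HTRF after 24 h, 665/615 ratio.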
GLP-1R inv ag: qHTS of GLP-1 Receptor Inverse Agonists (Inhibition Mode). Glucagon-like peptide 1 receptor (Homo sapiens), P43220. HEK293 GLP-1R CRE-luciferase, luminescence, 24 h; GLP-1R form is constitutively active. Potency, µM (highest dose often 38.3 µM), without a hit: at the top dose activity change, negative = inhibition, hits mostly inhibitors. hit rate 1.6% among 410,000; note: potency is the fitted concentration of half-maximal effect; % is set by controls: 0 for no effect and ±100 for the full control effect; nearly all actives have a fitted effect of over 55% in size
Target sequence (P43220 whole entry, looked up): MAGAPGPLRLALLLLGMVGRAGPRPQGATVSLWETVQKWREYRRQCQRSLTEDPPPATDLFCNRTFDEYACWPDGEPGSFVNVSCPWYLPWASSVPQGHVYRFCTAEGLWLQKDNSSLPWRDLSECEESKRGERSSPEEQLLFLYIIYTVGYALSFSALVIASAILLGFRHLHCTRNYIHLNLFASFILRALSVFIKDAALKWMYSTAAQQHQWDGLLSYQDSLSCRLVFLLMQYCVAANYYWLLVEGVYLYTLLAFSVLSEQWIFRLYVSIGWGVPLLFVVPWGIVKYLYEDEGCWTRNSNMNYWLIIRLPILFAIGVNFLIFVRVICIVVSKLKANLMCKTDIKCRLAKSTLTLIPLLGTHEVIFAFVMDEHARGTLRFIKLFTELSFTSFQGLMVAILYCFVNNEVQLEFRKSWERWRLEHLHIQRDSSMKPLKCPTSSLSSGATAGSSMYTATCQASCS
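Assay principle: reduced luminescence from a cAMP-responsive reporter in HEK293 cells co-expressing a constitutively active GLP-1R. Conditions: 24 hr compound incubation, 37 deg C, 5% CO2.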
Abeta yeast res: qHTS for compounds that reverse cellular toxicity of Amyloid beta (A-beta) peptide in yeast: Primary Screen. Potency, µM (highest dose often 46.1 µM), without a hit: at the highest dose growth rescue, most hits filed as activators. yeast expressing A-beta42, growth rescue, OD600, 48 h; response scale: 0% DMSO, 100% iron-clioquinol control. hit rate 0.063% among 410,000; note: potency is the fitted concentration of half-maximal effect; nearly all actives have a fitted effect of over 55% in size
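Growth rescue measured by 600 nm absorbance after 48 h yeast culture at 30 C with compound. Values normalized between DMSO and an equimolar ferric chloride plus clioquinol control.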
aSyn yeast inh: qHTS of alpha-syn Inhibitors. Yeast expressing alpha-synuclein, growth rescue, BacTiter-Glo, 24 h. Potency, µM (doses to about 46.1 µM), without a hit: at the highest dose growth rescue (activation), usual class: activators. hit rate 0.14% among 370,000; note: potency is the fitted concentration of half-maximal effect; % of control where 0% means no effect; nearly all actives have a fitted effect of over 65% in size
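Readout is rescue of growth in alpha-synuclein-expressing yeast, so inhibitors of toxicity appear as activators. Growth after 24 hr at 30 deg C in galactose medium is quantified by luminescence.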
FUS suppressor: qHTS for Suppressors of FUS Proteinopathy: Primary screen using FUS-linked yeast assay; S. cerevisiae FUS-expressing, growth rescue, OD600, 24 h; Potency, µM (highest dose often 76.6 µM), for the others: top-dose growth rescue (activation), actives largely listed as activators; hit rate 0.24% among 390,000; AID 1347120, 2019;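 note: potency is the fitted concentration of half-maximal effect; plate controls were DMSO vehicle for no effect and reference control for full effect; nearly all actives have a fitted effect of over 55% in size; some results filed as inactive show a strong effect at the top dose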
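Cultures pregrown in 2.5% raffinose medium are shifted to minimal medium containing 2% galactose to express toxic FUS. Compounds are tested at several concentrations. After 24hr at 30C, growth is quantified at 600 nm absorbance.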
GLP1R cytotox: qHTS of GLP-1 Receptor Inverse Agonists: Cytotox Screen; HEK293 cAMP-luciferase reporter cells, luminescence, 24 h; Potency, µM (series often up to 38.3 µM), for inactives: at the top dose activity change, negative = inhibition, usual class: inhibitors; hit rate 0.13% among 410,000; AID 624418, 2012;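 note: loss of luciferase light is scored as toxicity; potency is the fitted concentration of half-maximal effect; % is set by controls: 0 for no effect and ±100 for the full control effect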
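Step one: seed cells (200 cells/uL, DMEM with 10% Nu serum, 1% pen-strep). Step two: 12-hour incubation at 37 deg C. Step three: pin 23 nL compound, incubate 24 hr. Step four: add luciferase reagent, read luminescence 12 min later.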
Mm-Cpn inhibitor: Inhibitors of TCP-1 ring complex (TRiC) of Methanococcus maripaludis (MmCpn): qHTS. Potency, µM (highest dose often 76.9 µM), inactives show at the top dose activity, negative = inhibition, actives largely listed as inhibitors. hit rate 0.031% among 330,000. purified Mm-Cpn ATPase, ADP Transcreener TR-FRET. Chaperonin Mm-Cpn (Methanococcus maripaludis); note: potency is the fitted concentration of half-maximal effect; % is set by controls: 0 for no effect and ±100 for the full control effect; nearly all actives have a fitted effect of over 80% in size
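ATP (10 uM final) was added to archaeal chaperonin (25 nM final) after 10 min exposure to test compound at 37°C; after 30 min further incubation, ADP was detected by competitive TR-FRET.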
Starred values were filed as active, the others as inactive; i = inactive; ? = inconclusive; . = not tested or not shown; & = joins results of further samples; [ ] = remark or other dose. Unless noted, calls come from the whole dose curve; as a rule, active = well fitted curve in the direction sought with a large enough effect; inconclusive = small, poorly fitted or top-dose-only effect, or another doubt; inactive = no such curve, though single readings can be large; an effect the other way counts as inactive or inconclusive. A portion of the library. The share of hits here may be higher or lower than overall.

# | SMILES | aSyn yeast inh | GLP1R cytotox | TDP-43 yeast inh | Abeta yeast res | GLP-1R inv ag | Akt phos inh | FUS suppressor | PTHR1 ag | Mm-Cpn inhibitor
1 | CCOC(=O)c1sc2nc(SC)nc(-c3ccc(Cl)cc3)c2c1N | 4% | 10% | ? | 15% | 16% | i | 1% | -18% | -2%
2 | CCc1cccc(C)c1Nc1c(-c2cccc(O)c2)nc2sccn12 | . | -11% | ? | 5% | ? | . | 6% | -14% | .
3 | COCCSc1nnc(NC(=O)CS(=O)(=O)c2ccc(C)cc2)s1 | -1% | 17% | 13% | -4% | 11% | i | 5% | 3% | 1%
4 | O=C(OCC(=O)N1CCN(C(=O)c2ccco2)CC1)c1cc(-c2ccc(Cl)c(Cl)c2Cl)nc2ccccc12 | 18% | 9% | -7% | -6% | -2% | i | 7% | -9% | 1%
5 | C[n+]1ccccc1/C=C/c1ccc(F)c(F)c1 | -5% | -5% | -26% | -15% | 3% | i | 9% | -3% | -3%
6 | O=C(CSc1nnc(-c2ccco2)o1)c1ccc([N+](=O)[O-])cc1 | -3% | -15% | 3% | -11% | 22% | i | 34% | -15% | -3%
7 | CCc1cccc(C)c1NC(=O)c1ccc2nc(N3CCOCC3)sc2c1 | 1% | -25% | 10% | 4% | -7% | i | -23% | -18% | 4%
8 | COC(=O)C1=C2SCC(=O)N2C(N)=C(C#N)C1 | -6% | 0% | -19% | -2% | 8% | i | 30% | ? | -5%
9 | CC(=NNC(N)=O)C1CC2CCC1CC2 (stereo not given) | 2% | 23% | 5% | 0% | 11% | i | -9% | -8% | .
10 | Cc1cccc(OCC(=O)NNC(=O)c2cc3ccccc3oc2=O)c1 | -2% | 13% | 3% | 2% | 16% | i | -13% | -9% | 0%
11 | O=C(Cc1ccc(Cl)cc1)Nc1ccc2oc(-c3ccncc3)nc2c1 | 0% | -27% | 6% | 14% | -1% | i | 10% | i | -13%
12 | CCc1nc2sccc2c(=O)[nH]1 | 8% | 3% | -20%[1.82 µM] | 8% | 18% | i | -6% | i | -3%
13 | COc1ccc(N2C(=O)NC(NS(=O)(=O)c3ccc(Cl)cc3)(C(F)(F)F)C2=O)cc1 (stereo not given) | 0%&1% | 5%&1% | -1%&13% | -11%&-12% | -4%&0% | i | 17%&-9% | -15% | -5%
14 | CCN(Cc1cc2cc(OC)ccc2[nH]c1=O)C(=O)Cc1ccc(OC)cc1 | 0% | -2% | 16% | 12% | 10% | i | 7% | -26% | 1%
15 | CCOC(=O)N1CCC(NC(=O)c2ccc(Cl)cc2)CC1 | 1% | -26% | 8% | -3% | 8% | i | 0% | -7% | -1%
16 | O=C(Nc1ccc(Cl)cc1)c1ccncc1 | 0% | -10% | 14% | 22% | 17% | i | 8% | i | .
17 | CC(C)(C)OC(=O)N1CCC(c2c(C(=O)NCc3ccccc3)cnn2-c2ccc(F)cc2)CC1 | . | -10% | -18% | 0% | 1% | . | 8% | -37%[inhibitor] | .
18 | COc1ccc2c(C)cc(Sc3nnnn3-c3ccccc3)nc2c1 | 3% | -14% | ? | 7% | -27% | i | . | -21% | -1%
19 | COC(=O)[C@H](CC(C)C)NC(=O)Nc1ccccc1F | -3% | 3% | -11% | 22% | 10% | i | -23% | i | 1%
20 | CCN(CC)CCCNC(=O)CCn1nc(-c2ccc(Cl)cc2)ccc1=O | 5% | -3% | 10% | -1% | ? | i | 1% | -6% | 0%
21 | Cn1c(=O)[nH]c(=O)c2c1nc1n2CCCN1Cc1ccccc1 | -2% | -17% | 21% | -5% | 4% | i | -23% | i | 0%
22 | O=C(CCNS(=O)(=O)c1ccccc1C(F)(F)F)NCCCSc1ccccc1 | 1% | 2% | -6% | 0% | 13µM* | i | . | -23% | -3%
23 | CC(=O)N1CCN(c2ccc(NCc3ccc(-c4cccc(Cl)c4)o3)cc2)CC1 | . | . | . | 0% | . | . | 34% | -39%[inhibitor] | -1%
24 | c1ccc(CN2CCN(c3cnc4ccccc4n3)CC2)cc1 | -2% | 3% | 9% | -8% | 10% | i | -11% | -2% | -1%
25 | Cc1cc(=O)n2[nH]c(SCc3ccccc3)nc2n1 | -6% | -10% | 4% | 7% | 3% | i | 3% | i | 0%

4 entries from above, as labelled records:
13. COc1ccc(N2C(=O)NC(NS(=O)(=O)c3ccc(Cl)cc3)(C(F)(F)F)C2=O)cc1 (stereo not given)
  aSyn yeast inh: 0%&1%	GLP1R cytotox: 5%&1%	TDP-43 yeast inh: -1%&13%	Abeta yeast res: -11%&-12%	GLP-1R inv ag: -4%&0%	Akt phos inh: i	FUS suppressor: 17%&-9%	PTHR1 ag: -15%	Mm-Cpn inhibitor: -5%
2. CCc1cccc(C)c1Nc1c(-c2cccc(O)c2)nc2sccn12
  aSyn yeast inh: .	GLP1R cytotox: -11%	TDP-43 yeast inh: ?	Abeta yeast res: 5%	GLP-1R inv ag: ?	Akt phos inh: .	FUS suppressor: 6%	PTHR1 ag: -14%	Mm-Cpn inhibitor: .
17. CC(C)(C)OC(=O)N1CCC(c2c(C(=O)NCc3ccccc3)cnn2-c2ccc(F)cc2)CC1
  aSyn yeast inh: .	GLP1R cytotox: -10%	TDP-43 yeast inh: -18%	Abeta yeast res: 0%	GLP-1R inv ag: 1%	Akt phos inh: .	FUS suppressor: 8%	PTHR1 ag: -37%[inhibitor]	Mm-Cpn inhibitor: .
3. COCCSc1nnc(NC(=O)CS(=O)(=O)c2ccc(C)cc2)s1
  aSyn yeast inh: -1%	GLP1R cytotox: 17%	TDP-43 yeast inh: 13%	Abeta yeast res: -4%	GLP-1R inv ag: 11%	Akt phos inh: i	FUS suppressor: 5%	PTHR1 ag: 3%	Mm-Cpn inhibitor: 1%

New compounds follow:
# | SMILES | aSyn yeast inh | GLP1R cytotox | TDP-43 yeast inh | Abeta yeast res | GLP-1R inv ag | Akt phos inh | FUS suppressor | PTHR1 ag | Mm-Cpn inhibitor
26 | CCN(CC)C(=O)CSC1=C(C#N)C(c2ccco2)C(C(=O)OCCOC)=C(C)N1 (stereo not given) | 2%&-12% | -12%&0% | -7%&11% | 7%&4% | 1%&-2% | i | -5% | -5% | 0%
27 | Cc1cc(Cl)cc(Cl)c1OCCN1CCCC1 | 0% | 16% | 11% | 5% | -22% | i | -21% | 21% | -5%
28 | CCCOC1CCCN(C(=O)c2cc(Cl)c(Cl)cc2C(=O)O)C1 (stereo not given) | 5% | -14% | 0% | 11% | 33%[activator] | i | 20% | i | 1%
29 | Cn1c(SCC(=O)N2CCOCC2)nnc1-c1cnccn1 | 4% | -4% | -10% | 12% | 14% | . | 2% | i | -1%
30 | FC(F)(F)c1cc(-c2cccs2)nc2cc(-c3cccs3)nn12 | 1% | 61%[activator] | 5% | 5% | 0% | i | 4% | i | -2%
31 | CCCn1nnnc1NCc1ccc(OC)cc1 | 7% | -3% | 10% | -6% | 10% | i | 16% | -18% | -4%
32 | COCc1[nH]nc2c1C(c1ccccc1OC)C(C#N)=C(N)O2 (stereo not given) | 1% | 2% | 12% | 5% | -7% | i | . | 0% | 0%
33 | Cc1cc(NC(=O)CCC(=O)N(Cc2ccco2)C2(C(=O)NC3CCCCC3)CCCCC2)no1 | 0% | -19% | -18% | 6% | ? | i | 34% | i | 0%
34 | C=CCn1nc(-c2ccccc2)c2c(C)onc2c1=O | 1% | -2% | 11% | -2% | 6% | i | -23% | i | 2%
35 | CCC(c1nnnn1-c1ccc2c(c1)OCCO2)N1CCN(c2ccccc2OC)CC1 (stereo not given) | 0% | 8% | 23% | 8% | -21% | i | 20% | -48%[inhibitor] | .
36 | CN(CC(=O)NCc1cccnc1)S(=O)(=O)c1cc(Cl)ccc1Cl | -5% | -6% | -22% | 8% | 7% | i | 10% | -52%[inhibitor] | 0%
37 | COc1ccc(COc2ccc3c(C)cc(=O)oc3c2)cc1 | 1% | -13% | 7% | -12% | 21% | i | -9% | -20% | 0%
38 | O=S(=O)(c1ccc(-c2ccon2)s1)N1CCN(c2ccncc2)CC1 | -1% | 22% | -19% | -31% | 6% | i | 5% | -3% | -1%
39 | COc1ccc(N2CCN(C(=O)CCNC(=O)Cn3ccc4ccccc4c3=O)CC2)cc1 | 0% | -3% | 11% | 5% | -8% | i | 6% | -22% | 1%
40 | CCc1nc2c(OCc3ccc(C(=O)OC)cc3)cccn2c1N(C)C(=O)C(C)C | -4% | 1% | 21% | -3% | ? | i | -5% | -5% | .
41 | CC(C)NS(=O)(=O)c1ccc(CCC(=O)NCc2ccc3c(c2)OCO3)cc1 | 0% | 6% | -15% | -13% | -17% | i | -7% | -10%[57.5 µM] | -2%
42 | CCOC(=O)C(C)Sc1nnc(NC(=O)c2cccc([N+](=O)[O-])c2C)s1 (stereo not given) | 4% | 0% | 13% | 1% | 0% | i | -4% | -13% | 1%
43 | Cc1c(NC(=O)C(C)C)cccc1-c1nc2ncccc2o1 | -1% | 4% | -8% | 6% | 11% | i | -25% | -26% | 1%
44 | O=C1NC[C@@H](Cc2ccc(O)cc2)N(CC2CCCCC2)C1=O | 2% | 10% | -1% | 8% | 1% | i | 11% | i | 0%
